Source: PubChem BioAssay
LDHA block – blocks human lactate dehydrogenase A. P00338. purified LDHA, NADH/diaphorase-resazurin fluorescence; hits give low values. activity change, % (values are at about 110 or 230 µM). hit rate 0.15% among 480,000. AID 1347041; in the data active = activity change below about -30%; inconclusive = mostly about -25% to -30%;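 also: plate controls were DMSO wells for no effect and wells without enzyme for full effect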
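LDH5 2 nM; NADH 0.06 mM, pyruvate 0.2 mM; 200 mM Tris pH 7.4, EDTA, Tween-20; 5 min RT. Detection: diaphorase 0.133 mg/mL + resazurin 37 µM, fluorescence ex540/em590 at 0 and 20 min; normalized to enzyme-free and DMSO wells.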
Glioma ERSR ind – inducers of ER stress response in human glioma cells; U87-MG GRP78 promoter luciferase reporter, 16 h; Potency, µM, for the others: at the highest dose activation, usual class: activators; hit rate 0.02% among 420,000; AID 602332; also: potency is read from the fitted curve at half-maximal effect; series mostly up to about 76 µM; % of control where 0% means no effect; nearly all actives have a fitted effect of over 35% in size
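Stably transfected U87-MG human glioma cells carrying a GRP78-based luminescent sensor were seeded at 1000 cells/well, pin-dosed with compounds and incubated 16 h. Luciferase reagent was then added, and end-point luminescence was read after 10 min at room temperature.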
APE1 inh – blocks human APE1 abasic DNA cleavage. recombinant APE1, TAMRA/BHQ-2 abasic DNA cleavage fluorescence. Potency, µM (titrated, usually from 65.8 µM), inactives show top-dose activity change, negative = inhibition, usual class: inhibitors. hit rate 0.35% among 350,000. AID 2517;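 also: potency is read from the fitted curve at half-maximal effect; plate controls were vehicle for no effect and reference inhibitor for full effect; nearly all actives have a fitted effect of over 55% in size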
Target sequence (P27695 whole entry, looked up): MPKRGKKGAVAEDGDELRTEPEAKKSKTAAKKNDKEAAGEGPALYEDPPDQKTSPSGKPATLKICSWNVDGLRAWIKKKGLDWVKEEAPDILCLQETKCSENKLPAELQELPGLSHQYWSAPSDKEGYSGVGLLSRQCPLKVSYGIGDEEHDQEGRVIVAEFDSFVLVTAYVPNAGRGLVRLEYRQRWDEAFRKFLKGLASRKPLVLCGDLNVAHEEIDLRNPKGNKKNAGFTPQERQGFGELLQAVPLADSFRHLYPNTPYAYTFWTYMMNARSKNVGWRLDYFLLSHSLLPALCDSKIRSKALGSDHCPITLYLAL
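Substrate: short duplex with […] THF abasic site, 5'-TAMRA and 3'-BHQ-2, 50 nM final. APE1 at 0.75 nM, preincubated 15 min RT with compound. Fluorescence increase from first to third read measured activity.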
Anesthetic bind – binds horse apoferritin like a general anesthetic; P02791; apoferritin/1-aminoanthracene competitive binding, fluorescence; Potency, µM (top dose mostly 77.5 µM), inactives show at the top dose activity change, negative = displacement, usual class: inhibitors; hit rate 0.074% among 350,000; AID 485281; also: potency is read from the fitted curve at half-maximal effect; % is scaled to controls: 0 for no effect and ±100 for the full control effect; nearly all actives have a fitted effect of over 20% in size
Target sequence (P02791 2-175 limits assumed): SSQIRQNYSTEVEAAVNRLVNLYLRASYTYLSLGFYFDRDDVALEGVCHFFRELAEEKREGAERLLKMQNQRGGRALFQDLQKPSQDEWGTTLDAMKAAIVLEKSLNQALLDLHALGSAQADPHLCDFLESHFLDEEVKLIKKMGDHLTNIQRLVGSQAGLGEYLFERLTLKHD
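Concentration-response curves derived by four-parameter Hill fitting of normalized fluorescence, where compounds displaced 1-AMA from 10 uM horse apoferritin following a brief 10 min room-temperature incubation; propofol titration acted as positive control.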
Pol beta inh – inhibitors of human DNA polymerase beta; P06746; Pol beta primer extension/strand displacement, fluorescence kinetic; Potency, µM (doses to about 114 µM), inactives show top-dose activity change, negative = inhibition, hits mostly inhibitors; hit rate 1.3% among 340,000; AID 485314; also: potency is read from the fitted curve at half-maximal effect; % is scaled to controls: 0 for no effect and ±100 for the full control effect
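Homogeneous kinetic assay of primer extension and strand displacement by 10 nM Pol beta, preincubated 15 min at room temperature with compound before 50 nM substrate (final) was added. Read at 0 and 10 min; four-parameter Hill fit.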
Pol kappa inh – DNA polymerase kappa (human) inhibition; purified Pol kappa, fluorescent DNA synthesis assay, 10 min; Potency, µM (series often up to 107 µM), for the others: top-dose activity, negative = inhibition, actives largely listed as inhibitors; hit rate 0.53% among 400,000; also: potency is read from the fitted curve at half-maximal effect; % is scaled to controls: 0 for no effect and ±100 for the full control effect
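Activity was followed as the change in fluorescence between reads at 0 and 10 min after starting the reaction with 50 nM substrate. Beforehand, 10 nM polymerase had been preincubated with compound for 15 min at room temperature.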
Pol eta inh – DNA polymerase eta (human) inhibition. recombinant Pol eta, fluorescent DNA replication assay. Q9Y253. hit rate 1.2% among 390,000. AID 588591. Potency, µM (highest dose often 114 µM), for the others: at the highest dose activity change, negative = inhibition, usual class: inhibitors; also: potency is read from the fitted curve at half-maximal effect; % is scaled to controls: 0 for no effect and ±100 for the full control effect
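Fluorescent replication assay: 50 nM final substrate added after a 15 min room-temperature compound preincubation with 10 nM enzyme. Signal taken at 0 min and again at 10 min.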
Pol iota inh – DNA polymerase iota (human) inhibition; Q9UNA4; Pol iota fluorescent replication assay, 10 min; Potency, µM (titrated, usually from 115 µM), for inactives: top-dose activity, negative = inhibition, usual class: inhibitors; hit rate 1% among 390,000; also: potency is read from the fitted curve at half-maximal effect
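Fluorescent replication assay read twice, at 0 min and 10 min after adding 50 nM (final) substrate. Enzyme (10 nM) and compounds were first incubated 15 min at room temperature; enzyme-free buffer wells were negative controls.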
BLM inh – inhibitors of human Bloom syndrome helicase BLM. P54132. recombinant BLM DNA unwinding, fluorescence dequenching. Potency, µM (series often up to 56.1 µM), inactives show at the highest dose activity change, negative = inhibition, hits mostly inhibitors. hit rate 0.2% among 350,000. AID 2528;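 also: potency is read from the fitted curve at half-maximal effect; plate controls were vehicle for no effect and no enzyme for full effect; nearly all actives have a fitted effect of over 35% in size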
* = called active by the depositor; u = inconclusive; x = no result given; [ ] = another dose, or the depositor's remark. Unless noted, calls follow the shape of the dose curve; as a rule, active = well fitted curve in the direction sought with a large enough effect; inconclusive = small, poorly fitted or top-dose-only effect, or another doubt; inactive = no such curve, though single readings can be large; an effect the other way counts as inactive or inconclusive. An excerpt; count on the stated rates, not on these rows.

SMILES | LDHA block | Glioma ERSR ind | APE1 inh | Anesthetic bind | Pol beta inh | Pol kappa inh | Pol eta inh | Pol iota inh | BLM inh
CCOC(=O)c1sc(=NC(=O)c2ccccc2Br)n(C)c1C | -6 | 8% | 13% | -7% | 7% | -13% | 0% | 4% | -3%
CC1CCN(S(=O)(=O)c2ccc3c(c2)oc(=O)n3C)CC1 | -5 | -5% | -2% | 11% | 2% | -2% | -2% | 19% | -1%
COC(=O)/C=C1\SC(=NC(=O)c2ccc(C)cc2)NC1=O | 0 | -2% | 2% | u | -17% | 1% | -17% | 81%[activator] | 0%
Cc1ccc(SCCNC(=O)CN(c2cccc(C)c2C)S(C)(=O)=O)cc1 | 1 | 0% | x | 45%[activator] | 3% | -25% | u | 27% | -3%
C=CCNc1c2c(nc3ncnn13)CC(C)CC2 (configuration not stated) | -3 | 1% | -4% | -9% | 16% | 2% | -8% | 15% | -1%
COc1cc2cc(Oc3ccc4ccc(=O)oc4c3)c(=O)oc2cc1OC(=O)C=C(C)C | x | x | u | 4% | 14µM* | x | x | x | 1%
C=CCn1c(Cc2cccs2)nnc1SCC(=O)Nc1ccc(OC)c(OC)c1 | -13 | 1% | -1% | 1% | -11% | -13% | -5% | 11% | 0%
COc1ccc(C[C@](C)(N)C(=O)O)cc1OC | 9 | 4% | -1% | x | x | 1% | -3% | -14% | x
O=C(Nc1nnc(-c2ccccc2Cl)s1)c1ccccc1F | -3 | 2% | 19% | 4% | 19% | 12% | -17% | 9% | -7%
Cc1ccc(C(=O)CCC(=O)Nc2cccc(C(F)(F)F)c2)cc1C | 0 | -6% | x | x | x | -11% | -14% | 8% | x
CC(C)(C)NS(=O)(=O)c1ccc(OCC(=O)NCCC2=CCCCC2)cc1 | 0 | -3% | -2% | -21% | 1% | -8% | 2% | 26% | -1%
O=C(Cc1ccccc1F)Nc1ccc2c(c1)CCC2 | -7 | 0% | 12% | u | 7% | 3% | -9% | -1% | -4%
O=C(O)CCc1ccc(-c2cccs2)n1CCc1ccccc1 | -2 | -2% | 1% | -7% | -1% | -11% | -14% | -17% | -19%
COc1ccc(-c2nnc3ccc(SCC(=O)Nc4cc(C)on4)nn23)cc1 | x | x | -3% | -5% | 21% | x | x | x | -9%
O=S(=O)(c1cccc(C(F)(F)F)c1)N1CCN(CC(O)COCc2ccccc2)CC1 (configuration not stated) | -15 | -1% | 34% | x | x | -6% | -5% | 2% | x
Cn1cc(CNCc2cnc3ccccn23)c(-c2ccc(Oc3ccccc3)cc2)n1 | 1 | 2% | -3% | -11% | -4% | 3% | -10% | -15% | 0%
Cc1cc(C)nc(N/N=C/c2ccccc2OCc2ccccc2)n1 | -6 | -1% | -2% | 6% | -7% | -7% | -22% | 123%[activator] | -2%
COc1ccc(C(=O)Nc2ccnn2C2CCN(C3CCC3)CC2)cc1 | -2 | 3% | 86%[activator] | -6% | 0% | 8% | -5% | 31%[activator] | -6%
O=C(NC(Nc1nc2ccc([N+](=O)[O-])cc2s1)(C(F)(F)F)C(F)(F)F)c1ccccc1Cl | -4 | -4% | -10% | -14% | 0% | -1% | -24% | -18% | -10%
CCN1CCN(CCNC(=O)c2ccc(CS(=O)(=O)c3ccccc3C)o2)CC1 | -4 | -4% | -4% | 11% | 7% | 0% | 5% | -5% | -8%

Marked active in Pol beta inh (from the list above):
smiles	APE1 inh	Pol beta inh	Pol kappa inh	Pol eta inh	Pol iota inh	BLM inh
COc1cc2cc(Oc3ccc4ccc(=O)oc4c3)c(=O)oc2cc1OC(=O)C=C(C)C	u	14µM*	x	x	x	1%

Structures shown so far that have a Cl atom:
SMILES | LDHA block | Glioma ERSR ind | APE1 inh | Anesthetic bind | Pol beta inh | Pol kappa inh | Pol eta inh | Pol iota inh | BLM inh
O=C(Nc1nnc(-c2ccccc2Cl)s1)c1ccccc1F | -3 | 2% | 19% | 4% | 19% | 12% | -17% | 9% | -7%
O=C(NC(Nc1nc2ccc([N+](=O)[O-])cc2s1)(C(F)(F)F)C(F)(F)F)c1ccccc1Cl | -4 | -4% | -10% | -14% | 0% | -1% | -24% | -18% | -10%

One compound at a time (already shown):
COc1ccc(-c2nnc3ccc(SCC(=O)Nc4cc(C)on4)nn23)cc1 in the list: LDHA block = x; Glioma ERSR ind = x; APE1 inh = -3%; Anesthetic bind = -5%; Pol beta inh = 21%; Pol kappa inh = x; Pol eta inh = x; Pol iota inh = x; BLM inh = -9%
O=C(Nc1nnc(-c2ccccc2Cl)s1)c1ccccc1F in the list: LDHA block = -3; Glioma ERSR ind = 2%; APE1 inh = 19%; Anesthetic bind = 4%; Pol beta inh = 19%; Pol kappa inh = 12%; Pol eta inh = -17%; Pol iota inh = 9%; BLM inh = -7%
Cc1ccc(SCCNC(=O)CN(c2cccc(C)c2C)S(C)(=O)=O)cc1 in the list: LDHA block = 1; Glioma ERSR ind = 0%; APE1 inh = x; Anesthetic bind = 45%[activator]; Pol beta inh = 3%; Pol kappa inh = -25%; Pol eta inh = u; Pol iota inh = 27%; BLM inh = -3%

Continuation.
SMILES | LDHA block | Glioma ERSR ind | APE1 inh | Anesthetic bind | Pol beta inh | Pol kappa inh | Pol eta inh | Pol iota inh | BLM inh
O=C(NCc1ccc(F)cc1)C1CCN(S(=O)(=O)N2CCC3(CC2)OCCO3)CC1 | 2 | -1% | -1% | -9% | 4% | -3% | 4% | -8% | 1%
Cc1nc(SCC(=O)N2CCc3ccccc32)n[nH]1 | -8 | 10% | 1% | u | -6% | -2% | -8% | -5% | -10%
O=C(CCc1nnc2ccc(NCc3ccccc3)nn12)NC1CCCCC1 | -4 | 5% | 39%[activator] | -16% | 14% | -7% | -1% | -4% | 0%
CCN(CC(=O)Nc1ccc(NC(C)=O)cc1)C(=O)c1cccc2ccccc12 | -3 | 0% | 15% | x | x | -4% | -15% | 11% | x
CCCCC(=O)N1CCN(c2nc3ccc(OCC)cc3s2)CC1 | -4 | -4% | 40%[activator] | -8% | 11% | -4% | -13% | -24% | 0%
Cc1cc2nnc(SCC(=O)NC3CCCCC3)n2c(N)n1 | -3 | -2% | 21%[12.4 µM] | -1% | 8% | -14% | 4% | 11% | 2%
CSC1=N/C(=C\c2ccccc2F)C(=O)S1 | -2 | -5% | 4% | -14% | -1% | -10% | -4% | 37%[activator] | 0%
CC(=O)N1c2ccc(S(=O)(=O)NCC3CCC(C(=O)N4CC(C)CC(C)C4)CC3)cc2CC1C (configuration not stated) | -5 | -10% | 22% | u | 0% | -3% | -1% | -11% | -2%
Cc1ccc(NC(=O)C(C)N=C2NS(=O)(=O)c3ccccc32)cc1 (configuration not stated) | -2 | -4% | u | 3% | 9% | -15% | -3% | 97%[activator] | -1%
CCc1ccc(NC(=O)c2nc(S(=O)(=O)Cc3ccccc3)ncc2Cl)cc1 | x | x | -8% | u | 10% | x | x | x | -5%
COc1nc(NCCN2CCOCC2)nc(Nc2ccc([N+](=O)[O-])cc2)n1 | 4 | -3% | 4% | -13% | -10% | -18% | -8% | 6% | -7%
COc1cccc(CNC(=O)N2CCN(S(=O)(=O)c3ccc(Cl)cc3)CC2)c1 | -13 | -3% | -9% | -13% | 50% | -10% | -1% | -17% | 0%
CC(=O)Nc1cn(-c2ccccc2)nc1-c1ccccc1 | -7 | -2% | 9% | -1% | 6% | -3% | 0% | 21% | -4%
Cc1ccc2c(CN(C)Cc3ccc(Cl)cc3Cl)cc(=O)oc2c1 | -1 | -5% | 20% | 0% | 17% | 6% | -7% | 119%[activator] | -8%
COc1ccc(N2CC(NC(=O)CCCc3ccccc3)CC2=O)cc1 (configuration not stated) | 0 | -2% | x | -9% | -15% | 0%[60.1 µM] | 7% | -13% | 0%
Cc1cc(CNC(=O)C2CCC(=O)N(CCc3ccc(Cl)cc3)C2)no1 (configuration not stated) | -4 | -3% | 27% | -2% | 39% | -8% | -5% | 45%[activator] | -1%
COc1ccc(C/C(=N\OC(C)=O)c2ccc(OC)cc2)cc1 | 1 | 8% | -4% | -6% | 50% | 4% | -11% | 25% | -3%
COc1cc(NC(=O)COC(=O)CCc2nc3ccccc3c(=O)[nH]2)cc(OC)c1 | -3 | -4% | 3% | x | x | -4% | -19% | 89%[activator] | x
Cc1cc(C)c(OCCOCCN2CCNCC2)c(C)c1 | -13 | -6% | 5% | -8% | -2% | 6% | -13% | u | -1%
CCn1c(SCC(=O)NC2CCCC2)nnc1C(C)C | -3 | -3% | 65%[activator] | 2% | -18% | 3% | 1% | 5% | 1%
COc1cc(OC)cc(C(=O)NCC(=O)NCCN2C(=O)S/C(=C\c3ccccc3Cl)C2=O)c1 | 2 | 5% | -10% | x | x | 9% | -12% | -27% | x
COc1ccc(NC(=O)c2cc(C)cc(C)c2)cc1S(=O)(=O)N1CCCCC1 | -2 | -5% | 9% | x | x | 1% | -23% | -3% | x
CC1CCCCN1C(=O)CN1C(=O)CN(C)C(=O)c2ccccc21 (configuration not stated) | -3 | -5% | -2% | -2% | 5% | -17% | 0% | 0% | -2%
CCC(=O)c1cn(/C(=C\C(=O)OC(C)(C)C)CCC(OC)OC)cc1CC | 0 | -2% | -11% | x | x | -5% | -8% | 19% | x
COc1ccc2c(CC(=O)NCCN3C(=O)S/C(=C\c4cccnc4)C3=O)coc2c1 | 0 | -1% | -1% | -8% | 2% | -17% | -2% | 113%[activator] | 0%
CC1=C(C(=O)Nc2ccc(Br)cc2)C(c2ccco2)NC(=O)N1 (configuration not stated) | -2 | -3% | -2% | -2% | 28% | -2% | -1% | -11% | -2%
C=CCNC(=O)N1CCC(CO)(Cc2ccc(Cl)cc2)CC1 | 1 | -2% | -4% | -3% | 66% | 1% | -12% | -13% | -4%
O=C(Cc1ccc(Br)cc1)Nc1cccc(Cl)c1 | -4 | -1% | -6% | -10% | -20% | -12% | -7% | 3% | -7%
